PLK1 PBD inh – qHTS for Inhibitors of PLK1-PDB (polo-like kinase 1 - polo-box domain): Primary Screen | actives 2.8% (n = 360,000) | Plk1 PBD binding of FITC phosphopeptide, fluorescence polarization | Potency, µM, inactives show max response, negative = inhibition, actives largely listed as inhibitors | Serine/threonine-protein kinase PLK1 (Homo sapiens), P53350; also: potency is read from the fitted curve at half-maximal effect; series mostly up to about 57 µM; % is scaled to controls: 0 for no effect and ±100 for the full control effect; nearly all actives have a fitted effect of over 65% in size
GLP1R ag – qHTS of GLP-1 Receptor Agonists; Glucagon-like peptide 1 receptor (Homo sapiens), P43220; HEK293 GLP-1R CRE-luciferase, luminescence, 4-6 h; cells express a hypersensitive GLP-1R form; Potency, µM (series often up to 45.6 µM), for inactives: at the top dose activation, actives largely listed as activators; actives 0.007% (n = 380,000); also: potency is read from the fitted curve at half-maximal effect; % of control where 0% means no effect
Target sequence (P43220 whole entry, looked up): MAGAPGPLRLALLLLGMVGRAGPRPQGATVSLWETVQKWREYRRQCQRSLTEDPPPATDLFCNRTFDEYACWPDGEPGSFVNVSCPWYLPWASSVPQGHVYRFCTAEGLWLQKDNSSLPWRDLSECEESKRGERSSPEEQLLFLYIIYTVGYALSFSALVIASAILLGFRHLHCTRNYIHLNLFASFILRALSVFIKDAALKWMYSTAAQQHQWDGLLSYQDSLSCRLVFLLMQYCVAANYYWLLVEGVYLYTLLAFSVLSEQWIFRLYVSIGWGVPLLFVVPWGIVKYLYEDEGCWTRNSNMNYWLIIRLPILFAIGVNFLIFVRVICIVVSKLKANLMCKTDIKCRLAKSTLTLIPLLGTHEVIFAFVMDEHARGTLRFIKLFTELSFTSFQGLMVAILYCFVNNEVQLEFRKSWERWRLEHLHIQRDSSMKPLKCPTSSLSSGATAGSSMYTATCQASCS
PTHR1 agonist – qHTS for PTHR1 Agonists: Primary Screen. Parathyroid hormone/parathyroid hormone-related peptide receptor (Homo sapiens), Q03431. HEK293 GP2 PTHR1 cells, GloSensor cAMP luminescence, 1 h. Potency, µM (highest dose often 115 µM), inactives show at the highest dose activation, actives largely listed as activators. actives 0.075% (n = 410,000); also: potency is read from the fitted curve at half-maximal effect; nearly all actives have a fitted effect of over 55% in size; some results filed as inactive show a strong effect at the top dose; inactives centre near -15; many of its hits are not listed in these tables
Target sequence (Q03431 whole entry, looked up): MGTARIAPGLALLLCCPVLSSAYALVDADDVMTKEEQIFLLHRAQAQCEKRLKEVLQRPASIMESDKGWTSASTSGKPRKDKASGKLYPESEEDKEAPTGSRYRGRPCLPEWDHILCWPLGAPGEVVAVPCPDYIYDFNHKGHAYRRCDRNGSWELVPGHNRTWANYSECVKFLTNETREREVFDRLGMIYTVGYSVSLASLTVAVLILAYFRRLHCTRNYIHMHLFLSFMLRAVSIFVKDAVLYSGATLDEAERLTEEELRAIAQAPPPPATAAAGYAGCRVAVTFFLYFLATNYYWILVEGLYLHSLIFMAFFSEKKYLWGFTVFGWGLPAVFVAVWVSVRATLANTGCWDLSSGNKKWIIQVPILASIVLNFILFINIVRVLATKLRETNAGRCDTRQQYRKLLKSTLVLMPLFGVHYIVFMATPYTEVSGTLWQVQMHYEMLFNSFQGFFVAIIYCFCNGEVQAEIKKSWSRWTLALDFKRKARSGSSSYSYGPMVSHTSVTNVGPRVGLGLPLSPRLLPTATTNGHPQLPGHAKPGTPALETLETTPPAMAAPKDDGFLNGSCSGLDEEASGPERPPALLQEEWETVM
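HEK-293-derived GP2 cells expressing PTHR1 and a GloSensor cAMP reporter, 3,000/well, plated overnight, given luciferin plus IBMX (each 0.5 mM as added) for 1 h at 37 °C, then compound for 1 h at 37 °C. Luminescence was read after 15 min at room temperature.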
EPAC1 antagonist – qHTS for Antagonist of cAMP-regulated guanine nucleotide exchange factor 3 (EPAC1): primary screen | Rap guanine nucleotide exchange factor 3 (Homo sapiens), O95398 | EPAC1 GEF assay, Rap1b-BODIPY-GDP exchange fluorescence | Potency, µM (top dose mostly 115 µM), without a hit: at the highest dose activity change, negative = inhibition, hits mostly inhibitors | actives 0.14% (n = 360,000);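 also: potency is read from the fitted curve at half-maximal effect; plate controls were vehicle for no effect and positive control for full effect; nearly all actives have a fitted effect of over 50% in size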
EPAC1 agonist – qHTS for Agonist of cAMP-regulated guanine nucleotide exchange factor 3 (EPAC1): primary screen | Rap guanine nucleotide exchange factor 3 (Homo sapiens), O95398 | EPAC1 agonist qHTS, biochemical assay; response scale: 100% = response to 6.5 mM cAMP | Potency, µM (series often up to 154 µM), without a hit: at the top dose activation, most hits filed as activators | actives 0.073% (n = 360,000); also: potency is read from the fitted curve at half-maximal effect; nearly all actives have a fitted effect of over 60% in size
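Read-out is the fluorescence drop as BODIPY-GDP leaves Rap1B (480 nm excitation, 540 nm emission), recorded every 5 minutes over 30 minutes. Reactions held 100 nM EPAC1, 250 nM Rap1B–BODIPY-GDP and 50 uM GDP, with 6.5 mM cAMP setting full activation.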
GLP-1R inv ag – qHTS of GLP-1 Receptor Inverse Agonists (Inhibition Mode). Glucagon-like peptide 1 receptor (Homo sapiens), P43220. Potency, µM (series often up to 38.3 µM), for the others: at the top dose activity change, negative = inhibition, hits mostly inhibitors. actives 1.6% (n = 410,000). HEK293 GLP-1R CRE-luciferase, luminescence, 24 h; GLP-1R form is constitutively active; also: potency is read from the fitted curve at half-maximal effect; % is scaled to controls: 0 for no effect and ±100 for the full control effect; nearly all actives have a fitted effect of over 55% in size
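Luminescence readout: a drop in cAMP-driven luciferase signal flags inverse agonism at a constitutively active GLP-1R stably expressed in HEK293. Compound exposure lasted 24 hr at 37 deg C, 5% CO2.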
IL-2 act – qHTS of IL-2 Activators; activation, % (series mostly up to about 46 µM); IL-2 activation reporter assay, cell-based qHTS; stimulated with anti-CD3/CD4/CD28 beads; in transgenic mouse T cells; actives 0.065% (n = 360,000); AID 652025, 2013; in the data active = activation above about 50%; inconclusive = mostly about 30% to 49%; also: 0% is about no effect
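Readout: EGFP and DsRed signals by fluorescent plate cytometry. Unstimulated transgenic mouse T cells received compound 60 min before antibody-bead stimulation, then incubated 18 h at 37 degrees C.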
GLP1R cytotox – qHTS of GLP-1 Receptor Inverse Agonists: Cytotox Screen | HEK293 cAMP-luciferase reporter cells, luminescence, 24 h | Potency, µM (doses to about 38.3 µM), for inactives: top-dose activity change, negative = inhibition, actives largely listed as inhibitors | actives 0.13% (n = 410,000) | AID 624418, 2012;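 also: loss of luciferase light is scored as toxicity; potency is read from the fitted curve at half-maximal effect; % is scaled to controls: 0 for no effect and ±100 for the full control effect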
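Quantitative HTS format, 1536 wells, 200 cells/uL seeded. Compounds: 23 nL, 24 h, 37 °C. Detection: luciferase reagent, luminescence at 12 min RT; decreased signal taken as cytotoxic.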
PI5P4Ka inh – qHTS for Inhibitors of phosphatidylinositol 5-phosphate 4-kinase (PI5P4K); AID 652105, 2013; actives 1.2% (n = 330,000); PI5P4Kalpha enzyme, ADP-Glo luminescence, 60 min; stronger effect = lower value; Phosphatidylinositol 5-phosphate 4-kinase type-2 alpha (Homo sapiens), P48426; max response, %; active = max response of -50% or lower; inconclusive = between -30% and -50%; inactive = -30% or higher; also: value at the top dose of about 77 µM; % is scaled to controls: 0 for no effect and ±100 for the full control effect
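Quantitative HTS of the MLSMR library against PI5P4Kalpha with substrate. ATP added last at 5 microM final; room temperature, 60 minutes. Remaining ATP depleted, ADP converted and read as luminescence.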
Starred values were filed as active, the others as inactive; i = inactive; u = inconclusive; x = no result given; [ ] = dose if it differs, or a comment. Unless noted, calls follow the shape of the dose curve; as a rule, active = well fitted curve in the direction sought with a large enough effect; inconclusive = small, poorly fitted or top-dose-only effect, or another doubt; inactive = no such curve, though single readings can be large; an effect the other way counts as inactive or inconclusive. An excerpt. The share of hits here may be higher or lower than overall.

Values run as follows: PI5P4Ka inh | GLP-1R inv ag | GLP1R ag | IL-2 act | PLK1 PBD inh | GLP1R cytotox | PTHR1 agonist | EPAC1 agonist | EPAC1 antagonist
> Cc1ccc(Cl)cc1NC(C#N)c1ccccc1 (stereo not given)
    18 | u | 3% | -1.3 | -9% | u | -6% | 6% | -22%
> C[C@H](NC(=O)c1nc[nH]c1C(=O)N[C@@H](Cc1ccccc1)C(=O)OCc1ccccc1)C(=O)OC(C)(C)C
    16 | u | 8% | -3.3 | -8% | 18% | -28% | -13% | -29%
> O=C(NC(NC(=O)c1ccccc1)C(=O)c1ccccc1)c1ccccc1
    1 | 6% | -11% | 0.3 | -5% | -9% | i | 5% | -18%
> N#Cc1cc2ccccc2nc1SCc1ccccn1
    x | 16% | 15% | 2.6 | -13% | 15% | -24%[57.5 µM] | 11% | -2%
> CCCCCCOc1ccc(-c2ccc(C#N)cn2)cc1
    x | -6% | 2% | 2.7 | -3% | 12% | i | 9% | u
> Nc1csnc1C(=O)O
    -9 | 2% | 3% | -1.3 | -2% | -10% | -21%[57.5 µM] | -3% | 2%
> COCCCNC(=O)CSc1nc2cc(S(=O)(=O)N3CCCCC3)ccc2o1
    0 | 2% | 5% | -0.7 | -15% | 2% | -24% | 6% | 8%
> CCc1ccc(CC)c(S(=O)(=O)Nc2ccc(O)c(C(=O)O)c2)c1
    x | -10% | -10% | -0.5 | -11% | 6% | i | -3% | -7%
> CNC(=O)CSc1nc(-c2ccccc2)c(-c2ccccc2)o1
    -1 | u | 8% | 0.6 | -10% | -5% | -1% | -7% | -9%
> COc1ccc(NC(=O)C2(C)CCCN2C(=O)C(C)C)cc1OC (stereo not given)
    0 | 1% | -2% | 0.0 | -10% | -1% | 8% | -9% | 16%

Not a retest: an excerpt of the list.
Values run as follows: PI5P4Ka inh | GLP-1R inv ag | GLP1R ag | IL-2 act | PLK1 PBD inh | GLP1R cytotox | PTHR1 agonist | EPAC1 agonist | EPAC1 antagonist
> COCCCNC(=O)CSc1nc2cc(S(=O)(=O)N3CCCCC3)ccc2o1
    0 | 2% | 5% | -0.7 | -15% | 2% | -24% | 6% | 8%
> CCc1ccc(CC)c(S(=O)(=O)Nc2ccc(O)c(C(=O)O)c2)c1
    x | -10% | -10% | -0.5 | -11% | 6% | i | -3% | -7%
> CNC(=O)CSc1nc(-c2ccccc2)c(-c2ccccc2)o1
    -1 | u | 8% | 0.6 | -10% | -5% | -1% | -7% | -9%
> COc1ccc(NC(=O)C2(C)CCCN2C(=O)C(C)C)cc1OC (stereo not given)
    0 | 1% | -2% | 0.0 | -10% | -1% | 8% | -9% | 16%

Single records, from the list above. Values in the order: PI5P4Ka inh | GLP-1R inv ag | GLP1R ag | IL-2 act | PLK1 PBD inh | GLP1R cytotox | PTHR1 agonist | EPAC1 agonist | EPAC1 antagonist
CCCCCCOc1ccc(-c2ccc(C#N)cn2)cc1 as listed: x | -6% | 2% | 2.7 | -3% | 12% | i | 9% | u
N#Cc1cc2ccccc2nc1SCc1ccccn1 as listed: x | 16% | 15% | 2.6 | -13% | 15% | -24%[57.5 µM] | 11% | -2%

Following part:
Values run as follows: PI5P4Ka inh | GLP-1R inv ag | GLP1R ag | IL-2 act | PLK1 PBD inh | GLP1R cytotox | PTHR1 agonist | EPAC1 agonist | EPAC1 antagonist
> Cc1ccc(C)c(NC(=O)CSc2nnc(NC(=O)C3CC3)s2)c1
    -5 | 5% | 4% | -1.9 | 2% | 0% | i | 3% | 10%
> O=C(c1cccnc1)N1CCc2ccccc21
    x | -5% | -11% | -0.2 | -2% | -3% | i | 0% | -2%
> Cc1ccc2c(c1)C(=C(C#N)C#N)CCN2
    2 | -20% | 1% | 0.6 | 5% | -36% | -25% | -1% | 0%
> COc1cc(/C=C/C(=O)NCc2cccnc2)cc(OC)c1OC
    5 | 32%[activator] | -1% | -1.5 | -4% | 0% | -7%[57.5 µM] | 4% | u
> O=C(O)C1(Nc2ccc(Cl)cc2)CCCC1
    -3 | 40%[activator] | 1% | -0.5 | 1% | 2% | -7% | 5% | 6%
> O=C1N2CCCc3cccc(c32)C12Nc1ccccc1S2 (stereo not given)
    -23 | 0% | -6% | -2.0 | 24µM* | -5% | i | -3% | -2%
> O=C(O)c1ccc(Cl)cc1NC(=O)C1CCCO1 (stereo not given)
    x | -4% | -18% | -0.4 | -2% | 7% | i | 6% | 7%
> O=C(Cn1cc(/C=N/NC(=O)c2cccc(C(F)(F)F)c2)c2ccccc21)Nc1ccc(F)cc1
    x | 1% | -8% | -2.3 | 1% | 4% | i | -2% | 4%
> Cc1ccccc1S(=O)(=O)N(C)C[C@H]1OCc2cnnn2CCCC(=O)N([C@@H](C)CO)C[C@H]1C
    -7 | 1% | -1% | -1.7 | 29% | -8% | -20% | 0% | -20%
> CCc1ccccc1N1CN(Cc2ccco2)CNC1=S
    3 | -16% | -1% | 0.1 | 6% | 1% | -11% | -7% | 8%
> Cc1ccc(-c2cc(C(F)(F)F)c(C#N)c(SCCC#N)n2)o1
    x | 2% | 0% | 0.6 | -13% | 58%[activator] | -5%[57.5 µM] | 12% | -3%
> CC(C)[C@H](NC(=O)OCc1ccccc1)C(=O)OCC(=O)N1CCCCC1
    1 | -21% | 1% | -0.1 | -9% | 2% | -8% | -6% | -8%
> CCOc1ccc(CCNC(=O)c2ccc(NC3=NC4CS(=O)(=O)CC4S3)cc2)cc1 (stereo not given)
    0 | 2% | 2% | -1.0 | -9% | 5% | -4% | 0% | 6%
> CCCS(=O)(=O)NC(=O)C1(C)CCCN(C(=O)c2cccc(OC(F)(F)F)c2)C1 (stereo not given)
    -11 | 19% | -2% | -0.2 | -8% | 5% | -14% | 1% | -5%
> COc1ccc(CC(=O)NC(C)c2nnc(SCC(=O)Nc3ccccc3)n2C)cc1 (stereo not given)
    3 | -7% | 0% | -0.3 | 0% | 6% | -16% | 9% | -5%
> Cc1ccccc1NC(=O)C1C2/C=C\CCCCC21 (stereo not given)
    1 | -3% | 0% | -3.1 | -4% | 19% | -32%[inhibitor] | -8% | -2%
> CCOCCCNC(=O)CCn1ccc2cc(S(=O)(=O)N3CCCC3)ccc21
    4 | 8% | 11% | -4.3 | -10% | -7% | -9% | 6% | -18%
> Cc1cccc(C(=O)NNC(=O)C(=O)NC(C)(C)C)c1
    2 | 0% | -7% | 1.0 | -11% | -20% | -6%[57.5 µM] | 0% | -20%
> N#Cc1ccccc1NC(=O)c1ccccc1OCC(=O)Nc1ccc2c(c1)oc1ccccc12
    x | -3% | 3% | 2.0 | -7% | u | u | 12% | -1%
> Cn1c(NC(=O)/C=C/c2ccco2)cc(=O)n(C)c1=O
    -11 | 21% | -3% | -1.5 | -3% | -14% | i | -7% | 1%
> O=C(O)CC/C(=N/NC(=O)CNC(=O)Cc1ccccc1)c1ccccc1
    -7 | 19% | -1% | 3.3 | -7% | 3% | i | 7% | 0%
> COc1ccc(/C=C/c2cc(O)cc(OC3OC(CO)C(O)C(O)C3O)c2)cc1 (stereo not given)
    5 | u | -1% | 0.0 | -10% | -4% | 1% | -14% | -8%
> O=C(Nc1ccc(F)cc1F)c1ccc(S(=O)(=O)N2CCCCC2)cc1
    11 | 5% | -2% | -0.6 | -3% | 5% | -4% | 4% | 0%
> Cc1ccc(C2=NOC(C)(c3nnc(Cc4ccccc4)o3)C2)cc1 (stereo not given)
    5 | -5% | 8% | 0.1 | -8% | -7% | -2% | -5% | 9%
> CC1CCCC(NC(=O)CN2CCN(S(=O)(=O)c3ccc(Br)s3)CC2)C1C (stereo not given)
    -6 | u | 13% | -5.8 | 1% | -16% | -31%[inhibitor] | 9% | -5%
> COCc1cc(/C=N\NC(=O)Cc2ccc(OC)cc2)ccc1OC
    3 | 45%[activator] | 1% | -2.5 | -7% | 36%[activator] | i | 3% | 18%
> COc1ccc(CN2CCN(C(C)C)C(CCO)C2)cc1Cn1cccn1 (stereo not given)
    -2 | u | 2% | -6.4 | -8% | 0% | u | 3% | -1%
> Cc1oc(-c2cccc(Cl)c2)nc1CS(=O)(=O)CC(=O)NCc1ccccc1Cl
    x | -6% | 1% | x | x | 7% | -95%[inhibitor] | x | x
> N=c1oc2cc(O)ccc2cc1C(=O)Nc1ccc(Br)cc1
    -9 | -23% | 7% | 4.2 | 3% | x | -41%[inhibitor] | 5% | u
> C/C(=N\NC(=O)C(N)=O)c1ccc(O)cc1O
    0 | 13% | -3% | -1.6 | -5% | -6% | i | 8% | u
> CCOC(=O)C1CCN(CC(=O)N2CCc3ccccc32)CC1
    1 | 2% | 16% | 0.5 | 0% | -8% | -5% | 6% | -11%
> O=C(CC12CC3CC(CC(C3)C1)C2)N1CCOCC1
    4 | 14% | -4% | -0.2 | 3% | -3% | i | 2% | 1%
> CCCCCN(C(=O)CCC(=O)OCC(=O)N1CCCCC1C)c1c(N)n(CCCC)c(=O)[nH]c1=O (stereo not given)
    8 | 3% | 1% | 5.1 | 5% | -21% | 0% | 0% | 8%
> COc1ccc(CCNC(=O)c2c(O)nc3ccccn3c2=O)cc1OC
    x | -13% | 1% | x | x | -21% | 15% | x | x

Assay outcomes (PubChem BioAssay)
